Bioassay records from PubChem.
HTR5A ag = counter-screen for OPRM1-OPRD1 agonists: human HTR5A agonism | P47898 | HTR5A agonist assay, luminescence, cell-based | activation, % at 9.3 µM | 0.61% of 340,000 active; in the data active means activation mostly above about 9.5%, no sharp cut-off; inactive means mostly below about 7.6%;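 further: 0% = cells with vehicle only and 100% = reference agonist; strong numbers were not always called active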
Pemphigus Ab inh = blocks pemphigus antibody binding to human desmoglein-3; binding (percent of control), % at 10 µM; DSG3-coupled beads, scFv-anti-DSG3-GFP binding, flow cytometry; active compounds read low; P32926; 0.48% of 310,000 active;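 active means binding more than 3 SD below its plate's average and above zero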;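 further: hits lower antibody fragment binding to DSG3; some compounds called inactive have numbers as strong as hits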
V-ATPase pH = alters yeast V-ATPase proton transport; S. cerevisiae, pHLuorin cytosolic pH fluorescence; response, % at 10 µM; 0.37% of 350,000 active; in the data active means response mostly above about 7.3%, no sharp cut-off; inactive means mostly below about 5.4%; further: actives read high; inactives centre near 0; some compounds called inactive have numbers as strong as hits; reference of the scale not given here
DAGLB inhibitor = diacylglycerol lipase beta (human) inhibition. Q8NCG7. HEK293T DAGLB membrane lysate, EnzChek fluorogenic substrate. inhibition, % at 5.17 µM. 0.059% of 340,000 active; in the data active means inhibition above about 34%;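 further: 0% = enzyme with vehicle and 100% = wells lacking enzyme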
Target sequence (Q8NCG7 whole entry, looked up): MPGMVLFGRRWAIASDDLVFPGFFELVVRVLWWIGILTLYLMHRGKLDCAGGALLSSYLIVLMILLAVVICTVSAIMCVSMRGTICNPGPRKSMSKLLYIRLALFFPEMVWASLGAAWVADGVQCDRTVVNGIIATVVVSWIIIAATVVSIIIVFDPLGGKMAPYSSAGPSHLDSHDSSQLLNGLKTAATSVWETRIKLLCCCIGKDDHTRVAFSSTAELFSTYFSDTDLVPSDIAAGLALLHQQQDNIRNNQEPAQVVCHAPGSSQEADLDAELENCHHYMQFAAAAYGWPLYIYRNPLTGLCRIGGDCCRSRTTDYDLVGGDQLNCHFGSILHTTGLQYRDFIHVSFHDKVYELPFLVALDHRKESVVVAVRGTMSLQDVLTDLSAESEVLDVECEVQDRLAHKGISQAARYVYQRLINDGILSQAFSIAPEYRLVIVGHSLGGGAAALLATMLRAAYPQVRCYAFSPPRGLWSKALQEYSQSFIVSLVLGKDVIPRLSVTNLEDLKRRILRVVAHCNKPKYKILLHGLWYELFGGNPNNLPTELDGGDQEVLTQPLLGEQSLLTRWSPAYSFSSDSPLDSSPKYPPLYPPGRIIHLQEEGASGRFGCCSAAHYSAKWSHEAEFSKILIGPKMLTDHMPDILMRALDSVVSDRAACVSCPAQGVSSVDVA
MOR-DOR ag = agonists of human mu-delta opioid receptor heterodimerization; activation, % at 9.3 µM; 0.3% of 340,000 active; cells, OPRM1-OPRD1 heterodimerization, luminescence; in the data active means activation above about 18%;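 further: 0% = vehicle-treated cells and 100% = reference agonist; values of inactives mirror those of a sister screen read the other way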
PKA-R2B activ = PKA-R2B complex activation. PKA-R2B holoenzyme dissociation, Cy5-IP20 fluorescence polarization; R2B truncated from residue 108, S112A mutant; 0% DMSO only, 100% 113 µM cGMP. 0.079% of 340,000 active. P22694+P31323. AID 504700. activation, % at 11.4 µM;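 active means activation above a cutoff set at the mean over all compounds plus 3 SD, cut at about 18% in these data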;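 further: higher means more holoenzyme dissociation and a rise in polarization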
PKA-R1A act = PKA-R1A complex activation; P00514+P68181; PKA-R1A dissociation, Cy5-IP20 fluorescence polarization; scaled: DMSO 0%, 113 µM cGMP 100%; activation, % at 11.4 µM; 0.083% of 340,000 active;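 active means percent activation above the mean of all tested compounds plus 3 SD, cut at about 19% in these data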;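 further: higher means more PKAc released from R1A so a rise in polarization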
Arr AP2 block = inhibitors of human beta-arrestin and AP2 interaction | FITC-arrestin peptide / GST-AP2 beads, flow cytometry; AP2 beta2 appendage carries R879A mutation | inhibition, % at 10 µM | 0.31% of 340,000 active | AID 504490;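 active means inhibition above a set limit, near 3 SD of compounds lacking own fluorescence, cut at about 54% in these data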;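 further: plate controls were DMSO wells for no effect and 5 µM unlabelled arrestin peptide for full effect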
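System: GST-AP2 R879A glutathione beads. Medium: PBS with 0.05% Tween 20 and 0.1% BSA. Also added: FITC-arrestin peptide, 50 nM. Incubation: 12 min plus 1 h, RT. Measured by: high-throughput flow cytometry of beads, ex 488, em 535 nm. Evaluation: percent drop in bead-associated FITC signal.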
OPRM1-OPRD1 inv = inverse agonist of human OPRM1-OPRD1 heterodimerization. cell-based MOR-DOR heterodimer luminescence, inverse agonism. inhibition, % at 9.3 µM. 0.21% of 340,000 active; in the data active means inhibition above about 22%, passing the limit was not always enough;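 further: 0% = cells with DMSO and 100% = wells without cells with DMSO; values of inactives mirror those of a sister screen read the other way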
HTR5A inv ag = HTR5A inverse agonism, opioid heterodimer counter-screen; 0.083% of 340,000 active; inhibition, % at 9.3 µM; HTR5A cell line, luminescence; P47898; AID 504634; in the data active means inhibition mostly above about 23%, no sharp cut-off; inactive means mostly below about 18%;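 further: 0% = cells with DMSO and 100% = no-cell wells with DMSO; some compounds called inactive have numbers as strong as hits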
Starred values were filed as active, the others as inactive; · = no result given.

Value order – HTR5A ag | Pemphigus Ab inh | V-ATPase pH | DAGLB inhibitor | MOR-DOR ag | PKA-R2B activ | PKA-R1A act | Arr AP2 block | OPRM1-OPRD1 inv | HTR5A inv ag
> CN(C)c1ccc(CN(C(=O)COc2ccc(F)cc2)C2CCS(=O)(=O)C2)cc1 (configuration not stated)
    1 | 97 | 1 | 0 | 1.6 | 4 | -9 | 1 | -9 | -28
> O=C(NCCOc1ccccc1-c1ccccc1)c1ccco1
    -4 | 105 | -1 | -1 | -1.7 | 2 | -11 | 0 | 10 | 12
> CCc1ccccc1N(C(=O)CNC(=O)c1ccco1)C(C(=O)NC1CCCC1)c1cccnc1 (configuration not stated)
    0 | 105 | 4 | 2 | -1.7 | 2 | 2 | 0 | 9 | 12
> COc1ccc(-c2ccc3[nH]c4c(c3c2)CCN2C[C@@H]([C@H](C)OC(=O)Nc3cc(Cl)cc(Cl)c3)[C@@H](N(C)C(=O)Nc3cc(Cl)cc(Cl)c3)C[C@@H]42)cc1
    · | 103 | 0 | -17 | · | 3 | 1 | · | · | ·
> CC[C@@]1(c2ccccc2OC)C(=O)N(C(=O)OC)N1C(=O)OC
    2 | 101 | 3 | -1 | 0.1 | 11 | 0 | -7 | -1 | 3
> O=C(N/N=C\c1c(O)ccc2ccccc12)c1ccc(Cn2cccn2)o1
    5 | 99 | 1 | 2 | 2.4 | 4 | -1 | 50 | -12 | -13
> CN(C)CCOC(=O)CC12CC3CC(C1)CC(CC(=O)OCCN(C)C)(C3)C2
    1 | 103 | -1 | 2 | -1.9 | 12 | 0 | 7 | 9 | -8
> Cc1cnc(NC(=O)Cc2cccs2)s1
    -1 | 98 | -2 | 0 | -2.0 | -3 | -4 | 50 | 10 | 4
> CC(=O)NC(=S)Nc1ccc(NC(=O)COc2ccc(C(C)C)cc2)cc1
    6 | 89 | 0 | -2 | 3.3 | -3 | -1 | -4 | -23 | -16
> Cn1nnnc1SCC(=O)NC1CCCCC1
    -2 | 104 | 1 | 1 | -2.4 | -11 | -17 | -4 | 13 | 7
> CCOC(=O)N1CCN(C(=O)CCc2ccc(S(=O)(=O)NC(C)C)cc2)CC1
    0 | 100 | -4 | 1 | -0.8 | -5 | 6 | -18 | 4 | 1
> Nc1nc(Sc2ccc([N+](=O)[O-])c3nonc23)c2[nH]cnc2n1
    0 | 77 | -8 | 6 | 9.3 | -13 | 9 | 14 | -41 | 2
> Cc1cc2nc3n(c2cc1C)CC1CC(C(=O)NCc2ccco2)N(C)C31 (configuration not stated)
    2 | 101 | -1 | 1 | -2.2 | -1 | 5 | -2 | 10 | -5
> Cc1nc(NC(=O)CSc2nnc(C3CC3)n2N)c(Cl)cc1Cl
    1 | · | 0 | 0 | 1.5 | 6 | 8 | 20 | -6 | -2
> COc1ccc(Cl)cc1NC(=O)CN(C)CC(=O)Nc1ccccc1-c1ccccc1
    -4 | 119 | 2 | -2 | 3.7 | 1 | 5 | -6 | -17 | 11
> N#Cc1c(N)nc(SCC(=O)NCCc2ccccc2)c(C#N)c1-c1cccs1
    0 | · | -2 | 4 | -1.0 | -2 | -5 | -9 | 4 | 0
> CCOC(=O)c1c(Nc2ccc(Cl)cc2)sc(/C=C2\C=Nc3ccccc32)c1O
    4 | 98 | 2 | 1 | -2.8 | -5 | -2 | -6 | 14 | -12
> COc1ccc(NC(=O)Cn2nc([N+](=O)[O-])c(Cl)c2C)cc1OC
    6 | 101 | -1 | -1 | -3.5 | 0 | 6 | -4 | 17 | -16
> O=c1[nH]cnc2c1cnn2Cc1ccccc1
    -8 | 102 | -2 | 1 | -0.7 | -6 | -3 | -1 | 3 | 19
> COc1ccc(CCNC(=O)Nc2ccc([N+](=O)[O-])cc2)cc1OC
    1 | 102 | 0 | -2 | 1.0 | 0 | -3 | 7 | -7 | -3
> COC(=O)Cn1c(=O)c2c(nc3n2CC(C)CN3Cc2ccccc2)n(C)c1=O (configuration not stated)
    -9 | 105 | 1 | 3 | -3.4 | 2 | 1 | 4 | 17 | 27
> COc1cccc(/C=C2\Oc3cc(OCC(=O)N4CCC[C@H]4C(=O)O)ccc3C2=O)c1
    5 | 109 | -1 | 1 | -1.9 | -2 | 1 | 9 | 10 | -15
> CCOc1ccc(-c2nnc(SCC(=O)N(CC)CC)n2N)cc1
    -4 | 97 | 0 | -2 | -4.4 | -4 | -6 | -4 | 20 | 14
> COc1cccc(N2CC(C(=O)Nc3nnc(SCC(=O)c4ccccc4)s3)CC2=O)c1 (configuration not stated)
    -4 | 105 | 2 | 2 | -2.4 | 9 | 6 | -6 | 14 | 10
> Cc1noc(C)c1COc1ccccc1C(=O)N(C)Cc1ccc(C(C)(C)C)cc1
    2 | 102 | -4 | -13 | 1.5 | -5 | -16 | 21 | -6 | -5
> Cc1ccc2nsnc2c1NC(=O)COc1ccccc1F
    -3 | 85 | 0 | -1 | -2.4 | -2 | 5 | 5 | 16 | 8
> CCOC(=O)c1c(C)[nH]c(C(=O)OC(C)C(=O)NC2CCCCC2C)c1C (configuration not stated)
    9 | 101 | 0 | -3 | -3.9 | -5 | -6 | -14 | 14 | 5
> O=S1(=O)c2cccc3cccc(c23)N1CCBr
    4 | 97 | -3 | -3 | 1.1 | 5 | 7 | 26 | -7 | 0
> CN(C1CCCCC1)S(=O)(=O)c1ccc(NC(=O)C2CCCCC2C(=O)O)cc1 (configuration not stated)
    1 | 110 | -2 | -1 | -2.3 | -11 | 3 | -8 | 9 | 12
> Cc1sc2nc(-c3cccs3)oc(=O)c2c1C
    -2 | 91 | 1 | -13 | 1.2 | 5 | 2 | 7 | -6 | 8
> O=C(Nc1cc(Cl)ccc1-n1cncn1)c1cccs1
    2 | 99 | 3 | 0 | -0.8 | 2 | -4 | 17 | 5 | -5
> Cc1cc(C(=O)NNc2cc(Cl)ccc2Cl)no1
    2 | · | 8 | -1 | -0.4 | 4 | -8 | -5 | 2 | 13
> Cc1ccccc1CC(=O)NCCN1CCCCC1
    -2 | 111 | 6 | -2 | -2.2 | 3 | -14 | 0 | 10 | 6
> O=C(Cn1ccc2ccccc2c1=O)NCCC(=O)N1CCN(C2CCCCC2)CC1
    -2 | 82 | 5 | 2 | -2.3 | -7 | -1 | 2 | 11 | 7
> COc1ccc(Cl)cc1NC(=O)COC(=O)C1COc2ccccc2O1 (configuration not stated)
    5 | 92 | -3 | -3 | -3.3 | -6 | -8 | 5 | 13 | -11
> CCN1/C(=C2/SC(=S)N(NC(C)=O)C2=O)Sc2ccccc21
    -1 | 99 | -2 | -6 | -1.7 | 5 | -8 | -5 | 8 | 2
> CC(Oc1ccccc1)C(=O)N1CCN(C(=O)C(C)Oc2ccccc2)CC1 (configuration not stated)
    4 | 104 | -3 | 0 | -2.4 | 6 | -2 | -4 | 10 | -10
> CCN(CC)c1ccc(NC(=O)c2ccco2)c(C)c1
    -7 | 97 | 8 | 2 | 1.9 | -11 | -31 | 1 | -11 | -2
> O=C(CCC(=O)c1ccc(F)cc1)Nc1cc(Cl)cc(Cl)c1
    -4 | 118 | -1 | -6 | 2.3 | -10 | 13 | 17 | -13 | -9
> Cc1ccc(NC(=S)NC(=O)/C=C/c2ccc(Cl)cc2)cc1
    3 | 100 | 5 | 1 | -2.3 | -7 | 6 | 2 | 12 | -26
> COc1cccc(-c2nc(CSCC(=O)NCC3CCCO3)c(C)o2)c1 (configuration not stated)
    -1 | · | 1 | 1 | -1.8 | -6 | -11 | 11 | 9 | -20
> CCN(CC)C(=O)Cn1cc(S(=O)(=O)CC(=O)Nc2ccc(OC)c(OC)c2)c2ccccc21
    -2 | 113 | 2 | 1 | -0.3 | 0 | -3 | 2 | 1 | 9
> Cn1ccc(C(=O)Nc2sc3c(c2C#N)CCC3)n1
    4 | 97 | 3 | -1 | -3.0 | -3 | -12 | 18 | 16 | -15
> O=C(Cc1cccs1)N1CCC(c2nc3c(nnn3Cc3ccccc3)c(=O)[nH]2)CC1
    0 | 97 | 4 | 0 | -0.9 | -2 | -4 | -7 | 5 | -9
> Oc1[nH]c2ccccc2c1N=Nc1ccccc1F
    4 | 108 | -2 | -8 | -1.0 | 0 | 1 | -10 | 5 | -18
> CCOc1ccc(-n2c(N)c(C(=O)NCC3CCCO3)sc2=S)cc1 (configuration not stated)
    2 | 64 | 4 | 0 | -1.8 | -6 | -2 | 8 | 10 | -3
> COc1cccc(C(C(=O)NC2CCCCC2)N(C(=O)c2ccccn2)c2cccnc2)c1 (configuration not stated)
    -7 | 102 | -1 | -3 | -0.7 | -12 | 4 | 5 | 4 | 19
> Cn1cc(/C=C2/SC(=O)N(c3ccccc3)C2=O)c2ccccc21
    3 | 83 | -2 | -9 | -1.1 | 10 | -12 | -2 | 6 | 14
> CN1CCN(CCNC(=O)Cn2c(=O)c3cccn3c3ccc(F)cc32)CC1
    9 | · | -3 | -1 | -1.2 | -16 | -5 | -1 | 6 | 27
> Cc1nc(SCc2cccc(Oc3ccccc3)c2)n[nH]1
    0 | 98 | -1 | -5 | 1.7 | -2 | -10 | 12 | -10 | -12
> CCOC(=O)C(Cc1ccccc1)NC(=O)Cn1nnc(-c2ccc(SC)cc2)n1 (configuration not stated)
    6 | 99 | -1 | -6 | 4.7 | 2 | -1 | 21 | -27 | -10
> Cc1nc2ccc(C(=O)N3CCSCC3)cc2s1
    -3 | 98 | 4 | 3 | -1.6 | 3 | -1 | -6 | 9 | -9
